Screens deposited in PubChem by several laboratories.
hK5 inh – human KLK5 protease inhibitors, primary screen, biochemical, 1536-well; inhibition, % at 5 µM; 210,000 compounds, 0.59% hits; recombinant hK5, fluorogenic AMC substrate cleavage; AID 873, 2007; Kallikrein-5 (Homo sapiens), Q9Y337;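 active means inhibition of 40% or more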;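 further: 0% = enzyme controls without compound and 100% = no-enzyme blanks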
Target sequence (Q9Y337 67-293 limits assumed): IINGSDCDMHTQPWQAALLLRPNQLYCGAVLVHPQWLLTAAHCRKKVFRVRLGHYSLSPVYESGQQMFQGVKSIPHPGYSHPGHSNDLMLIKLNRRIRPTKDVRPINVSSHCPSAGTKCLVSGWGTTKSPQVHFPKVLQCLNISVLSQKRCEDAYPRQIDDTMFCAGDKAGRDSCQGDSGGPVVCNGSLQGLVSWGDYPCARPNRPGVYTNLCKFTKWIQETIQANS
Rad51 HR inh – human RAD51 strand exchange inhibitors, primary screen, biochemical, fluorescence. inhibition, % at 10 µM. DNA repair protein RAD51 homolog 1 (Homo sapiens), Q06609. 200,000 compounds, 0.085% hits. hRad51 DNA strand exchange, fluorescence dequenching;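 active means inhibition above 40% at the single screening dose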;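 further: 0% = DMSO control wells and 100% = blanks with heterologous ssDNA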
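System: hRad51 filaments on single-stranded DNA; reagent: Fluorescein- and BHQ1-tagged 47-mer duplex; compound dosing: one concentration, 10 µM final; timing: filaments 15 min 37 °C, then compound 30 min; measured by: fluorescein emission 520 nm, excitation 485 nm; benchmarks: per-plate controls and blanks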
FXIIa inh – human FXIIa protease inhibitors, primary screen, biochemical, 1536-well. inhibition, % at 5 µM. purified FXIIa, Boc-QGR-AMC fluorogenic substrate, 2 h. Coagulation factor XII (Homo sapiens), P00748. 220,000 compounds, 0.3% hits; in the data active means inhibition above about 40%;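 further: 0% = enzyme with no compound and 100% = blank without enzyme; many of its hits are not listed in these tables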
Target sequence (P00748 20-372 limits assumed): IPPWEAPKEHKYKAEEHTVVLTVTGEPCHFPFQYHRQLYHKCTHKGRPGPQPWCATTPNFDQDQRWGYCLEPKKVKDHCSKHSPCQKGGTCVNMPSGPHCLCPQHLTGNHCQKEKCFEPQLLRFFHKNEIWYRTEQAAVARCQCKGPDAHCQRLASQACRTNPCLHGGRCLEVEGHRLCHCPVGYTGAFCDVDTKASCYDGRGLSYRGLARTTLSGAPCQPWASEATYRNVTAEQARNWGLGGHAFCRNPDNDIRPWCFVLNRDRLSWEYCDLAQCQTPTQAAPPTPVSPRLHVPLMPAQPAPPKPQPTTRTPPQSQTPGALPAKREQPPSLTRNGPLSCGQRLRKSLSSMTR
Target sequence (P00748 373-615 limits assumed): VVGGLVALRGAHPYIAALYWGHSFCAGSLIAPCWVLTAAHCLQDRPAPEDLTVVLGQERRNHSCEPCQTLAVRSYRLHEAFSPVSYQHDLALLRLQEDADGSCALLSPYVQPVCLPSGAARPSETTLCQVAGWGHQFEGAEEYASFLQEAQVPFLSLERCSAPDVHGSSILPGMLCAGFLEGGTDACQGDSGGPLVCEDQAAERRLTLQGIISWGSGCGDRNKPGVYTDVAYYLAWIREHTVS
KCC2 mod – KCC2 cotransporter modulators, thallium flux, primary screen, cell-based, HEK293 KCC2, FluoZin-2 fluorescence, MLSMR; Solute carrier family 12 member 5 (Homo sapiens), Q9H2X9; KCC2 cells, thallium flux FluoZin-2 fluorescence; B-score of Tl+ flux slope (higher = more flux/activation; lower = inhibition) at 10 µM; 190,000 compounds, 2.2% hits; AID 1456, 2008;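 active means thallium flux slope and its plate-corrected score both differing from the plate sample mean at a set confidence after two filtering rounds, in either direction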;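 further: slope of fluorescence scaled to starting intensity during 10 to 20 s after thallium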
zVAD death inh – inhibitors of zVAD-triggered necroptosis, primary screen, L929 cells; L929 zVAD necroptosis rescue, ATP luminescence, 24 h; with zVAD 60 µM; viability rescue, % at 10 µM; 220,000 compounds, 0.38% hits; AID 1377, 2008;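 active means activation, scaled between plate controls, above about 75%, limit read from the data; inactive means activation under that limit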;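 further: 0% = zVAD with DMSO and 100% = DMSO alone without zVAD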
Hck Nef HTS – inhibitors of Nef-activated human Hck kinase, primary screen, biochemical, Z-Lyte FRET, 384-well, Hck-YEEI; Tyrosine-protein kinase HCK (Homo sapiens), P08631; Recombinant Hck-YEEI plus Nef, Z-Lyte FRET kinase assay; inhibition, % at 20 µM; 220,000 compounds, 0.68% hits;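 active means Hck-Nef kinase inhibition above about 50%, limit read from the data; inactive means inhibition below that limit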;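 further: 0% = DMSO with Hck plus Nef and 100% = Hck alone without Nef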
thrombin 1536 – human alpha-thrombin inhibitors, primary screen, counter-screen for coagulation protease inhibitor project, biochemical, 1536-well, fluorogenic AMC substrate | inhibition, % at 5 µM | Prothrombin (Homo sapiens), P00734 | Boc-VPR-AMC fluorogenic substrate cleavage | 220,000 compounds, 0.26% hits;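 active means inhibition at or above 40%; inactive means inhibition below 40%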;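 further: 0% = enzyme with no compound and 100% = wells without enzyme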
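Material: human alpha-thrombin enzyme / Medium: pH 7.5 Tris (50 mM) with NaCl 150 mM, Tween 20 0.05% / Compound: single-point dosing at 5 µM, 0.2% DMSO / Incubation: enzyme reaction carried out at room temperature / Detection: AMC fluorescence, 355/460 nm / Read-out basis: percent inhibition scaled between no-compound controls and no-enzyme blanks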
FXIa inh 1536 – human FXIa protease inhibitors, primary screen, biochemical, 1536-well; AID 798, 2007; Coagulation factor XI (Homo sapiens), P03951; purified FXIa, Boc-Glu-Ala-Arg-AMC fluorogenic substrate; 220,000 compounds, 0.14% hits; inhibition, % at 5 µM;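 active means inhibition of at least 40%; inactive means inhibition below 40%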;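 further: fluorescence of freed AMC excited at 355 nm; 0% = enzyme without compound and 100% = no enzyme blank; many of its hits are not listed in these tables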
TNF necrop inh – inhibitors of TNF-alpha triggered necroptosis, primary screen, cell-based, Jurkat FADD-/-, single concentration | activation (protection from cell death), % at 10 µM | Jurkat FADD-/- TNF necroptosis rescue, ATP luminescence, 24 h; 0 = TNF only, 100 = no-TNF cells | 220,000 compounds, 0.068% hits | AID 463075, 2010;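 active means activation, meaning protection from cell death, of at least 50% relative to plate controls; inactive means activation below 50%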;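 further: necroptosis triggered by 40 ng/mL TNF-alpha added together with compound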
An asterisk follows results filed as active; i = inactive; . = no result given.

SMILES	hK5 inh	Rad51 HR inh	FXIIa inh	KCC2 mod	zVAD death inh	Hck Nef HTS	thrombin 1536	FXIa inh 1536	TNF necrop inh
Cc1ccc(CNC(=O)CCC2CCCN(Cc3ccc4cccc(F)c4n3)C2)o1 (stereo unspecified)	.	.	9	0.13	-1.8	10	1	0	2.4
CC(C)(C)C(=O)CN1C(=O)C2(OCCO2)c2ccccc21	2	8	8	-0.43	-0.1	2	1	5	-1.5
COc1ccc(OC)c(NC(=O)CCNS(=O)(=O)c2ccc3c(c2)oc(=O)n3C)c1	-14	.	6	1.3	.	-3	-3	-5	-0.1
O=C(NC1CCCCC1)c1ccc(CN2CCOCC2)cc1	-22	5	-2	-2.8*	-0.4	0	-2	0	0.4
O=C(Nc1ccccc1)N1CCN(c2nc(-c3ccccc3)ns2)CC1	6	.	9	-1.9	0.3	18	-1	4	0.8
Fc1cccc(/C=N/N=C/c2cccc(F)c2)c1	0	-1	6	0.075	1.7	-5	1	1	-1.3
Nc1cc(=O)[nH]c(SCC(=O)N2CCCc3ccccc32)n1	-6	1	15	0.49	-0.2	12	1	9	-1.0
O=C(NCCO)C(O)C(O)C(=O)NCCO (stereo unspecified)	18	28	8	-0.094	1.9	13	7	13	0.6
Cc1ccc(NC(=O)CN2C(=O)N/C(=C\c3cccnc3)C2=O)cc1	-6	-6	-5	0.5	-0.2	-6	-4	0	-2.7
CCOC(=O)n1c(=O)oc2ccccc21	1	2	9	0.64	0.4	1	4	0	-0.6
Cc1ccc(C)c(C(C)NC(=O)CC#N)c1 (stereo unspecified)	-3	-10	3	0.011	1.0	20	-5	-1	2.4
CCC1CCc2c(sc3ncnc(N4CCOCC4)c23)C1 (stereo unspecified)	-1	8	-2	-0.13	0.1	1	-3	-7	-0.3
CCCc1nc2c(o1)CC(CC(C)SCC)CC2=O (stereo unspecified)	-22	-2	7	4.9*	3.3	-1	-7	-9	1.0
CCOc1ccc(-n2c(SCC(=O)Nc3ccccc3CC)nc3n[nH]c(C)c3c2=N)cc1	-4	6	1	-0.13	1.3	22	7	-4	-5.0
CC(C)C12CN3CCN(CC(C3)/C1=N\NC(=O)Nc1ccccc1)C2	-4	.	15	0.6	1.5	1	-2	8	2.3
CCN(C(=O)CCc1nc(-c2ccc(OC)cc2)no1)c1cc(OC)ccc1OC	-2	12	6	-0.95	-1.3	2	0	1	-1.7
O=C(NC1CCN(Cc2ccccc2)CC1)c1ccc2c(c1)OCCCO2	4	16	3	0.91	-0.5	8	-6	6	4.4
CN(C)C1NC(=O)c2cc(-c3ccccc3)sc2N1 (stereo unspecified)	-3	-8	5	.	-0.3	2	6	0	-1.2
O=C(CSc1nnnn1-c1ccccc1)Nc1nsc(-c2ccc(Cl)cc2)n1	-10	-2	6	-0.47	-0.4	-4	-1	1	2.2
CCOC(=O)N1CCN(C(=O)c2cn(CC(C)C)c(=O)c3c2c2ccccc2n3C)CC1	3	0	13	.	0.1	2	0	5	-2.8
O=C(NCCN1CCOCC1)c1ccccc1-c1ccccc1	-15	5	-5	.	-0.4	9	0	-9	-2.0
CCOc1ccc(S(=O)(=O)N2CCN(c3ccccc3OC)CC2)c2cccnc12	-19	-9	5	.	1.1	1	-11	-3	-2.4
CCNC(=S)N1CCc2ccccc2C1	-4	-5	0	-0.31	1.4	2	-10	-6	1.4
C/C(=N\NC(=O)CNC(=O)C1COc2ccccc2O1)c1ccc(Cl)cc1 (stereo unspecified)	-3	0	-1	-1.4	4.1	3	-5	-3	2.6
CCC1=NN2C(=N)/C(=C/c3c(C)nn(-c4ccccc4)c3Cl)C(=O)N=C2S1	-9	3	7	0.91	0.5	10	-4	3	2.0
COc1ccc(/C=N/Nc2cc(OC)ncn2)cc1	10	11	1	1.1	78*	20	-11	-7	5.5
CCOC(=O)c1ccccc1Oc1c(F)c(F)nc(NCCO)c1F	42*	-16	19	-0.29	0.0	0	42*	5	0.2
NC(=O)Cc1nc2scc(-c3ccccc3)c2c(=O)[nH]1	-7	-2	4	0.51	0.9	19	-6	3	-1.3
NC1=NC(c2ccc(Cl)cc2)N(c2ccc(S(N)(=O)=O)cc2)C(N)=N1 (stereo unspecified)	-3	19	5	0.13	0.6	2	2	-1	3.2
CCC(C)NCCOCCOc1ccc(Cl)cc1Br (stereo unspecified)	-25	-13	-7	3	0.2	-6	-5	-3	4.6
COc1ccc(NC(=O)C2CCCN(S(=O)(=O)c3cccc4cccnc34)C2)cc1 (stereo unspecified)	10	-3	6	.	1.4	6	-3	-7	-2.4
O=C1CSc2nc3ccccc3n21	-9	2	16	0.63	0.2	1	3	6	-1.1
Cn1c(-c2ccccc2[N+](=O)[O-])[n+](C)c2ccccc21	-2	.	3	1.5	-0.5	16	-13	-2	-0.1
O=C(Nc1cccc(/C=C/c2nc3ccccc3c(=O)[nH]2)c1)c1ccccc1Cl	1	2	6	.	18	23	1	3	-8.6
Cc1c(C(=O)O)cccc1N1C(=O)Nc2ccccc2N1O	6	-15	4	0.6	-0.2	0	-6	1	0.7
COc1ccc(C2c3[nH]c4ccccc4c3CCN2C(=O)Cc2nonc2C)c(F)c1 (stereo unspecified)	9	15	9	-1.7	0.2	10	1	3	2.5
CCc1ccccc1Nc1nc(N)nc(CSc2nnnn2C)n1	0	9	6	1.4	0.3	21	-9	0	0.2
CCOc1ccccc1C1CC(=O)NC2=C1C(=O)CC(C)(C)C2 (stereo unspecified)	-8	3	19	0.49	-0.2	1	2	18	-2.9
O=C(COc1ccc(S(=O)(=O)N2CCCCC2)cc1)NCC1CCCO1 (stereo unspecified)	.	.	11	.	0.1	-8	-1	10	0.2
Nc1c(C(=O)c2cccs2)sc2nsc(SCCN3CCCCC3)c12	9	i	6	0.11	6.7	-14	-1	-17	-7.1

4 consecutive compounds from above, quoted:
SMILES	hK5 inh	Rad51 HR inh	FXIIa inh	KCC2 mod	zVAD death inh	Hck Nef HTS	thrombin 1536	FXIa inh 1536	TNF necrop inh
Cc1c(C(=O)O)cccc1N1C(=O)Nc2ccccc2N1O	6	-15	4	0.6	-0.2	0	-6	1	0.7
COc1ccc(C2c3[nH]c4ccccc4c3CCN2C(=O)Cc2nonc2C)c(F)c1 (stereo unspecified)	9	15	9	-1.7	0.2	10	1	3	2.5
CCc1ccccc1Nc1nc(N)nc(CSc2nnnn2C)n1	0	9	6	1.4	0.3	21	-9	0	0.2
CCOc1ccccc1C1CC(=O)NC2=C1C(=O)CC(C)(C)C2 (stereo unspecified)	-8	3	19	0.49	-0.2	1	2	18	-2.9

(listing goes on)
SMILES	hK5 inh	Rad51 HR inh	FXIIa inh	KCC2 mod	zVAD death inh	Hck Nef HTS	thrombin 1536	FXIa inh 1536	TNF necrop inh
Cc1cc(=O)n(C2CCS(=O)(=O)C2)[nH]1 (stereo unspecified)	-2	0	3	1.5	5.6	18	-11	-5	-1.5
O=Cc1cc2ccccc2nc1SCc1ccc(Cl)cc1	-17	-1	15	0.51	0.0	2	2	8	-19
Cc1nn(CC(=O)N2CCN(C)CC2)c(=O)c2ccccc12	-2	-11	12	0.59	3.1	20	-8	-4	-0.6
CCc1cc2c(SCc3nc4sc(C(C)=O)c(C)c4c(=O)[nH]3)ncnc2s1	-2	.	2	43*	-0.2	14	-9	0	2.3
CC(C)(C)c1csc(NNC(=O)c2ccc(Cl)cc2)n1	-4	11	10	24*	2.5	4	2	4	2.3
CCn1c(CCNC(=O)c2cccs2)n[nH]c1=S	0	-3	6	-0.47	3.3	2	-6	-4	2.1
O=C(NCc1cccnc1)c1cc(Sc2cccc(Cl)c2)nc2ccccc12	-19	9	4	0.013	1.0	0	-8	-5	5.0
NC(=O)CSc1nnc2ccc(-c3ccc(F)cc3)nn12	15	0	11	-0.016	5.7	22	0	-3	-1.2
Cc1sc2ncnc(NCC(C)(C)N3CCOCC3)c2c1C	-10	-1	9	-0.05	-1.6	0	2	1	-10
CC(C)=C1C2CC2C2C(C(=O)O)C12 (stereo unspecified)	-8	.	1	0.0035	0.0	3	0	-5	-2.1
S=C(c1ccc(-c2ccccc2Cl)o1)N1CCOCC1	-10	-1	14	0.74	-0.1	10	3	5	1.0
CCCCC[n+]1ccn(C2=C([O-])c3ccccc3C(=O)/C2=N\S(=O)(=O)c2ccc(Cl)cc2)c1	1	.	7	-0.81	1.4	13	-6	4	-0.8
O=C(Cc1cccc(C(F)(F)F)c1)NCc1cccc(Cl)c1	-7	1	6	-0.45	0.4	3	-5	4	2.3
O=S1(=O)CCC(n2ncc3c2/C(=C/c2ccccc2)CC3)C1 (stereo unspecified)	-4	-3	6	0.033	1.1	-3	-7	-7	-3.2
C[C@@H]1CC[C@]2(O[C@@H](CCO)C[C@H](O)[C@H]2O)O1	0	-5	8	1	1.1	-6	4	10	-1.2
N=C(N)SCc1ccccc1Cl	-13	-33	14	.	1.3	2	-4	5	-0.1
COc1ccc(N2C(=O)NC(NC(=O)c3ccncc3)(C(F)(F)F)C2=O)cc1 (stereo unspecified)	-1	4	-4	.	-0.5	0	-1	-4	-3.4
O=C(CCCn1c(=O)[nH]c2ccsc2c1=O)N1CCCCC1	-11	2	11	0.34	0.2	-1	1	-1	1.0
CC(C)CN(CC(C)C)C(=S)NC1CCCCC1	-3	4	3	0.74	0.1	-2	-2	3	0.6
COc1ccc(C2C(C(=O)c3cccs3)=C(O)C(=O)N2Cc2cccnc2)cc1OC (stereo unspecified)	-1	35	8	-0.25	2.4	21	-3	-1	1.1
O=C1c2cccc3cccc(c23)N1CN1CCN(c2ccccn2)CC1	-4	-6	2	-0.23	0.8	5	-6	4	-3.0
COCCNCCCOc1ccc(Br)cc1Cl	-12	.	8	0.45	-0.2	3	-2	6	0.9
COc1cc(/C=C2\SC(=O)NC2=O)ccc1Oc1ccc([N+](=O)[O-])cn1	5	2	10	-1.3	0.2	20	3	5	0.6
O=S(=O)(NCc1c(Cl)cccc1Oc1ccccc1)c1ccccc1	11	-16	12	-0.56	-0.9	-5	13	6	-2.9
O=C(NC1CC1)C1=C[C@@H](c2c[nH]c3ccccc23)C[C@@H](OCCCCO)O1	0	-1	7	-0.34	0.3	28	1	1	-1.8
COC1CCN(Cc2cn(Cc3ccccc3)nc2-c2cc3ccccc3o2)CC1	.	5	9	-1.2	0.9	10	0	1	3.7
Cc1ccccc1N(CC(=O)N1CCN(c2ccccc2)CC1)S(C)(=O)=O	-7	-7	-1	-0.61	-0.5	-15	-5	-7	-0.5
O=C(NC(=S)Nc1cccc(Cl)c1N1CCCCC1)c1ccco1	-2	-7	17	6.7*	-0.5	-3	0	4	-10

The list is partial; the hit share may differ from the screen's.
